From PubChem BioAssay
NIH3T3 tox = NIH 3T3 cell cytotoxicity. AID 1345082. Potency, µM (series often up to 96.7 µM), inactives show at the highest dose activity change, negative = cytotoxicity, hits mostly inhibitors. 94,000 compounds, 4.3% hits. NIH 3T3 viability, CellTiter-Glo ATP luminescence, 48-72 h; further: potency means the concentration at half of the fitted maximal effect; nearly all actives have a fitted effect of over 55% in size
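Mouse fibroblast NIH 3T3 cells, 400 per well, received compound via pintool and were incubated for 48 or 72 hr prior to CellTiter-Glo ATP luminescence measurement.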
SNCA expr inh = SNCA gene expression inhibition | Potency, µM (top dose mostly 57.2 µM), inactives show at the highest dose activity change, negative = inhibition, most hits filed as inhibitors | HEK-293 SNCA-luciferase knock-in, luminescence, 24 h | 140,000 compounds, 0.17% hits | AID 1671194;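 further: potency means the concentration at half of the fitted maximal effect; plate controls were DMSO cells for no effect and cell-free wells for full effect; nearly all actives have a fitted effect of over 45% in size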
GPT2 inhibitor = inhibitors of human GPT2 alanine aminotransferase; Q8TD30; Recombinant GPT2, coupled pyruvate oxidase/HRP Amplex Red fluorescence; Potency, µM (highest dose often 57.7 µM), without a hit: at the top dose activity change, negative = inhibition, usual class: inhibitors; 100,000 compounds, 0.25% hits; AID 1671188; further: potency means the concentration at half of the fitted maximal effect; nearly all actives have a fitted effect of over 60% in size; many of its hits are not listed in these tables
Target sequence (Q8TD30 whole entry, looked up): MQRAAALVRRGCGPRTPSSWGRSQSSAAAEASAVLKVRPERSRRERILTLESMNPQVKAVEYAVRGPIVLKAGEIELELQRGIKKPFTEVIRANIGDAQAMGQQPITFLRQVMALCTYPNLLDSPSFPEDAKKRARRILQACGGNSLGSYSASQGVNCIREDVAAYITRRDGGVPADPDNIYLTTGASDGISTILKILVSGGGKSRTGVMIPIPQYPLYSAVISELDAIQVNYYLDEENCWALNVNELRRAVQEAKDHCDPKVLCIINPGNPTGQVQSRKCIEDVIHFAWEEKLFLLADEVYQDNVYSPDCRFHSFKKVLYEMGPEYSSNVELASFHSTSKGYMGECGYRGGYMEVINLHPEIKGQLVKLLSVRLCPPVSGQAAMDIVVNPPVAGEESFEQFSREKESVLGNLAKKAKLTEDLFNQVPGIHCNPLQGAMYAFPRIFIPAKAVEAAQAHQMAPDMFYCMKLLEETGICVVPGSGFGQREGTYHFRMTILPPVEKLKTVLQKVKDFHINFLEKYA
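GPT2 10ng/uL, a-KG 250uM, L-Ala 2mM, HEPES pH7.5 + 0.0001% Tween; 30 min RT. Then Amplex mix (PO/HRP/ThPP), 30 min RT dark, fluorescence. AOA 50uM used as positive control.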
SNCA viab count = reduces viability of HEK-293 SNCA reporter cells | HEK-293-SNCA-luc viability, GF-AFC fluorescence, 24 h | Potency, µM (highest dose often 57.1 µM), for inactives: at the top dose activity change, negative = cytotoxicity, actives largely listed as cytotoxic | 150,000 compounds, 0.12% hits | AID 1671193;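 further: potency means the concentration at half of the fitted maximal effect; 0% = DMSO-treated cells and -100% = medium-only wells without cells; nearly all actives have a fitted effect of over 30% in size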
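HEK-293-SNCA-luc cells (1500/well) plated 24 h, then exposed 24 h to a dilution series; GF-AFC added 30 min at 37C, fluorescence 405/540 nm; normalised to medium-only and DMSO wells, Hill fit.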
Luciferase inh = Photinus pyralis luciferase inhibition; P08659; purified P. pyralis luciferase, luminescence, biochemical; Potency, µM (series often up to 115 µM), without a hit: at the highest dose activity change, negative = inhibition, hits mostly inhibitors; 76,000 compounds, 2.5% hits; AID 1347043; further: potency means the concentration at half of the fitted maximal effect; nearly all actives have a fitted effect of over 65% in size
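Purified P. pyralis luciferase (10nM final) in 50mM Tris acetate pH 7.5, 10mM Mg acetate, 0.01% Tween-20, 0.05% BSA with 10uM D-luciferin and 10uM ATP. Compounds titrated qHTS. Luminescence imaged on CCD.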
HEK293 tox = kills HEK 293 cells | HEK 293 viability, ATP luminescence (CellTiter-Glo), 48-72 h | Potency, µM (highest dose often 115 µM), without a hit: top-dose activity change, negative = cytotoxicity, hits mostly inhibitors | 94,000 compounds, 6.6% hits | AID 1345083; further: potency means the concentration at half of the fitted maximal effect; nearly all actives have a fitted effect of over 60% in size
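HEK 293 seeded at 250 cells/well receive compound via pintool. After 48 or 72 hr at 37 degree Celsius, 5% CO2 and 95% humidity, CellTiter-Glo is dispensed and luminescence read following 10 min at room temperature.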
IP6K1 inhibitor = inhibitors of human IP6K1; activity change, % (series mostly up to about 58 µM); Q92551; 140,000 compounds, 0.81% hits; AID 1645851; IP6K1 kinase, ADP-Glo luminescence, 2 h; hits give low values; in the data active means activity change below about -25%
Target sequence (Q92551 whole entry, looked up): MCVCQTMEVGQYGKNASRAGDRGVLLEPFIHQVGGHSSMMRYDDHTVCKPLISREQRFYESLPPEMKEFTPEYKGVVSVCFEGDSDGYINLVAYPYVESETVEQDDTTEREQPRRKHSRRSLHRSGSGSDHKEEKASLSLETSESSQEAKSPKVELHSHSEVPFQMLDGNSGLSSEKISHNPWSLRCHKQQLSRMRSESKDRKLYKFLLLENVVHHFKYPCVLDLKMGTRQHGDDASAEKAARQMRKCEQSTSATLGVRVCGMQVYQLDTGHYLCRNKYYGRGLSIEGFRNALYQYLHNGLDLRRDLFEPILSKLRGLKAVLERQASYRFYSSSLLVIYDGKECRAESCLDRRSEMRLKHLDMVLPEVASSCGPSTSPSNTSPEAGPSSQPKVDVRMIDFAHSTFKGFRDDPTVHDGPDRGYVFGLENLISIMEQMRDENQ
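ADP-Glo luminescence measures ADP made by human IP6K1 during a 2 h RT reaction with ATP/IP6 (mix at 1.3 mM/130 uM); top library doses 57.5 and 19.1 uM final.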
Active calls of the source: *; i = inactive; u = inconclusive; x = not tested or not shown; & = joins results of further samples; [ ] = dose if it differs, or a comment. Unless noted, the call rests on the fitted dose curve; in most records, active means well fitted curve in the direction sought with a large enough effect; inconclusive means small, poorly fitted or top-dose-only effect, or another doubt; inactive means no such curve, though single readings can be large; an effect the other way counts as inactive or inconclusive. Unless noted, on the % scale 0 is the no-effect control and ±100 the full control effect. Some of the compounds tested, so the mix of outcomes need not match the whole.

SMILES	NIH3T3 tox	SNCA expr inh	GPT2 inhibitor	SNCA viab count	Luciferase inh	HEK293 tox	IP6K1 inhibitor
O=c1cc(N2CCOCC2)oc2c(-c3ccncc3)nccc12	22µM*	-8%[87.6 µM]	i	-1%[87.6 µM]	-5%[172 µM]	u	-5
O=C(Nc1ccccc1)C1=NO[C@@H]2CN(Cc3cccc(O)c3)C[C@H]12	-33%[138 µM]	72%[activator][87.6 µM]	u	5%[87.6 µM]	-20%[172 µM]	u	-8
O=C(c1ccccc1Cl)N1CCC(c2nn(-c3ccccn3)c(=O)[nH]2)CC1	-13%	15%	1%	-4%	x	i	16
COc1ccc(NC(=O)CSc2oc(-c3cccs3)nc2S(=O)(=O)c2ccc(Br)cc2)c(OC)c1	x	u	x	2%	x	x	-5
CC(Oc1ccccc1)C(=O)N1CCc2c(c(-c3nncn3C(C)C)nn2C)C1 (stereo not given)	-18%	16%	i	1%	0%	-21%	-13
Cc1cc(C)c2c(=O)cc(C(=O)Nc3ccc(S(=O)(=O)Nc4onc(C)c4C)cc3)oc2c1	x	14%	x	4%	x	x	33
CN(Cc1nc(-c2ccc(Cl)cc2)no1)S(=O)(=O)c1ccccc1	x	13%	x	5%	x	x	14
COc1ccccc1NC(=O)c1cnc(-c2ccc(F)cc2)nc1-c1ccncc1	i	11%	-7%	5%	-3%	1%	33
O=C(CN1C(=O)CCC1=O)N1CCC(c2noc(-c3ccccn3)n2)C1 (stereo not given)	4%	-13%	i	-4%	-1%	5%	4
COCCc1noc(CC2CCOC3(CCN(C(=O)C4CCOCC4)CC3)C2)n1 (stereo not given)	i	-1%	i	1%	9%	i	-6
CC(C)(C)OC(=O)N1CCC(c2c(C(=O)N3CCN(c4ccccn4)CC3)cnn2-c2ccccc2)CC1	x	-2%	x	3%	x	x	1
Cc1ccc(S(=O)(=O)c2nnn3c2nc(NC2CCCCCC2)c2sccc23)cc1C	x	-8%	x	0%	x	x	3
CCc1ccccc1NC(=O)CSc1nnc(-c2nonc2NC(C)=O)n1C	x	-19%	x	8%	x	x	4
c1c(-c2nc(C3CCOC3)no2)sc2c1CCCC2 (stereo not given)	u	-29%	i	3%	0.63µM*	u	-6
Cc1cccc(C(=O)N2C[C@@H](Oc3ccccc3)C[C@@H]2C(=O)N2CCOCC2)c1	-27%	4%	2%	-16%	2%	u	13
O=C(NC1CCCN(c2ccc3nnc(-c4ccccc4)n3n2)C1)c1ccccc1Cl (stereo not given)	u	x	x	x	x	u	1
CN(C)C(=O)Oc1ccc[n+](C)c1	x	-1%	-3%&3%	4%	x	x	7
Cc1cc2cc(-c3c(C)noc3C)nc(N(C)CCN(C)C)c2o1	u	39%[activator][87.6 µM]	-4%[88.5 µM]	3%[87.6 µM]	-6%[172 µM]	100µM*	-10
CC1(C)C[C@H](O)C[C@@]2(C)[C@H]1[C@H](O)C=C1COC(=O)[C@@]12O	x	x	i	-4%	x	x	7
CC(C)COc1ccccc1C1CC(=O)Nc2cc3c(cc21)OCO3 (stereo not given)	x	u	x	u	x	x	-8
Cc1cn2nnc(C(=O)NC3CCCCCC3)c2c(=O)[nH]1	u	62%[activator]	i	-7%	-24%	u	-14
Cc1nc(CC(=O)Nc2cccc(C)c2C)cs1	x	3%	x	16%	x	x	-7
N#Cc1cccc(C(=O)N2C[C@@H](Oc3ccccc3)C[C@H]2C(=O)N2CCCC2)c1	-8%	-13%	i	-8%	-7%	0%	-1
CCOC(=O)C1CCN(c2nc3c(S(=O)(=O)c4ccccc4)nnn3c3ccc(Cl)cc23)CC1	x	-14%	x	14%	x	x	9
CC(NC(=O)C1CCN(C(=O)c2ncn3c2COC(c2ccc(Cl)cc2)C3)CC1)c1ccccc1 (stereo not given)	i	25%	i	2%	-26%	2%	1

Record cards, as listed above.
`Cc1cc2cc(-c3c(C)noc3C)nc(N(C)CCN(C)C)c2o1` is entered as NIH3T3 tox: u; SNCA expr inh: 39%[activator][87.6 µM]; GPT2 inhibitor: -4%[88.5 µM]; SNCA viab count: 3%[87.6 µM]; Luciferase inh: -6%[172 µM]; HEK293 tox: 100µM*; IP6K1 inhibitor: -10
`Cc1ccc(S(=O)(=O)c2nnn3c2nc(NC2CCCCCC2)c2sccc23)cc1C` is entered as NIH3T3 tox: x; SNCA expr inh: -8%; GPT2 inhibitor: x; SNCA viab count: 0%; Luciferase inh: x; HEK293 tox: x; IP6K1 inhibitor: 3

Other entries
SMILES	NIH3T3 tox	SNCA expr inh	GPT2 inhibitor	SNCA viab count	Luciferase inh	HEK293 tox	IP6K1 inhibitor
Cc1ccnc(NC(=O)Cn2nc3c(cc2=O)CCCCC3)c1	3%	-9%	i	7%	3%	10%	1
COc1cccc(S(=O)(=O)N2CC(n3cc(C(=O)NCc4ccccc4)nn3)C2)c1	-30%	-19%	i	10%	-11%	u	3
Cc1cc(C)c(NC(=O)CSc2nc3ccccc3c3nc(CCn4cncc4C)nn23)c(C)c1	x	-27%	x	u	x	x	3
Cn1ncc(N2CCC(C(=O)NCC3CC3)C2)cc1=O (stereo not given)	-4%	9%	-3%	2%	0%	2%	30
Cc1ccc(NC(=O)N2CC(N3C(=O)c4c(c(C)nn4-c4ccccc4)C3C3CC3)C2)cc1F (stereo not given)	-15%	x	x	x	x	u	20
N[C@@H](CSCCCO)C(=O)O	x	17%[17 µM]	i	4%[12.5 µM]	x	x	31
O=[S+]([O-])(c1cccs1)N1CCN(Cc2ccccc2-c2cccnc2)CC1	u	2%	-13%	-3%[12.5 µM]	x	u	16
Cc1cc(Cl)ccc1NC(=O)N(C)CC1CCOC1 (stereo not given)	-9%	93%[activator]	-5%	-6%	-25%	5%	24
O=C(c1cccc2nccnc12)N1CCOC(C(F)(F)F)C1 (stereo not given)	-11%	-11%	1%[11.5 µM]	-1%	11%	2%	14
O=C(NCc1cccc(Br)c1)C1CCN(c2cnc3nccnc3c2)CC1	u	24%	i	5%	30%	u	8
Cc1ccc(CNC(=O)N2CCC(Oc3ncccc3C(=O)N3CCCCC3)C2)cc1 (stereo not given)	i	5%	5%	-10%	-7%	-4%	29
Cc1ccc(C(=O)N[C@@H]2CN(C3CCOCC3)C[C@H]2CN(C)C)cc1F	-16%	-6%	3%	3%	9%	u	12
CC(=O)N1CC(CN2C(=O)c3c(c(C)nn3-c3ccccc3)C2C2CC2)C1 (stereo not given)	22µM*	x	x	x	x	u	-13
Cn1cc(-c2cccc(C(F)(F)F)c2)c2nc(CNc3ccccc3)cn2c1=O	25µM*	u	u	-28%[87.6 µM]	17%[172 µM]	50µM*	3
O=C(c1c[nH]c2ccc(S(=O)(=O)Nc3ccccc3F)cc2c1=O)N1CCCCCC1	x	-11%	x	-21%	x	x	-1
CCc1ccc(CNC(=O)C2CCN(C(=O)c3ncn4c3COC(c3ccc(F)cc3)C4)CC2)cc1 (stereo not given)	-11%	-16%	i	6%	u	-16%	0
O=C(NCCc1ccncc1)C1c2ccccc2C(=O)N(C2CCCCC2)C12CCCCC2 (stereo not given)	u	-8%	-9%	u	0%	40µM*	14
Cc1noc(C)c1S(=O)(=O)N1CCCN(c2nc3ncccc3o2)CC1	-17%	8%	i	0%	-5%	0%	-7
CS(=O)(=O)N1CC2(CCN(Cc3c[nH]c4ccccc34)C2)Cc2ccccc21 (stereo not given)	u	u	-4%	-2%	x	u	-20
COC1CCN(c2ccc(C(=O)NCCCn3ccnc3C(C)C)cn2)CC1	-22%	21%	1%	-7%	2%	u	19
COc1ccc(NC(=O)c2ccc(COc3ccccc3OC)o2)cc1OC	x	4%	x	-10%	x	x	5
Cc1ccc(NC(=O)CN2C(=O)c3ccccc3Sc3ccc(C(=O)N4CCOCC4)cc32)c(Cl)c1	x	11%	x	-15%	x	x	-10
CNC(=O)N1CCC(C2CCN(C(=O)c3cccn3C)C2)CC1 (stereo not given)	-9%	13%	i	8%[12.5 µM]	-3%	5%	5

Part of the list above in order of formula weight, rising:
SMILES	NIH3T3 tox	SNCA expr inh	GPT2 inhibitor	SNCA viab count	Luciferase inh	HEK293 tox	IP6K1 inhibitor
N[C@@H](CSCCCO)C(=O)O	x	17%[17 µM]	i	4%[12.5 µM]	x	x	31
O=C(c1cccc2nccnc12)N1CCOC(C(F)(F)F)C1 (stereo not given)	-11%	-11%	1%[11.5 µM]	-1%	11%	2%	14
CNC(=O)N1CCC(C2CCN(C(=O)c3cccn3C)C2)CC1 (stereo not given)	-9%	13%	i	8%[12.5 µM]	-3%	5%	5
Cc1ccc(C(=O)N[C@@H]2CN(C3CCOCC3)C[C@H]2CN(C)C)cc1F	-16%	-6%	3%	3%	9%	u	12
CC(=O)N1CC(CN2C(=O)c3c(c(C)nn3-c3ccccc3)C2C2CC2)C1 (stereo not given)	22µM*	x	x	x	x	u	-13
Cc1noc(C)c1S(=O)(=O)N1CCCN(c2nc3ncccc3o2)CC1	-17%	8%	i	0%	-5%	0%	-7
COc1ccc(NC(=O)c2ccc(COc3ccccc3OC)o2)cc1OC	x	4%	x	-10%	x	x	5
CS(=O)(=O)N1CC2(CCN(Cc3c[nH]c4ccccc34)C2)Cc2ccccc21 (stereo not given)	u	u	-4%	-2%	x	u	-20
Cn1cc(-c2cccc(C(F)(F)F)c2)c2nc(CNc3ccccc3)cn2c1=O	25µM*	u	u	-28%[87.6 µM]	17%[172 µM]	50µM*	3
Cc1ccc(CNC(=O)N2CCC(Oc3ncccc3C(=O)N3CCCCC3)C2)cc1 (stereo not given)	i	5%	5%	-10%	-7%	-4%	29
COc1cccc(S(=O)(=O)N2CC(n3cc(C(=O)NCc4ccccc4)nn3)C2)c1	-30%	-19%	i	10%	-11%	u	3
O=C(c1c[nH]c2ccc(S(=O)(=O)Nc3ccccc3F)cc2c1=O)N1CCCCCC1	x	-11%	x	-21%	x	x	-1
O=C(NCCc1ccncc1)C1c2ccccc2C(=O)N(C2CCCCC2)C12CCCCC2 (stereo not given)	u	-8%	-9%	u	0%	40µM*	14
Cc1ccc(NC(=O)N2CC(N3C(=O)c4c(c(C)nn4-c4ccccc4)C3C3CC3)C2)cc1F (stereo not given)	-15%	x	x	x	x	u	20
CCc1ccc(CNC(=O)C2CCN(C(=O)c3ncn4c3COC(c3ccc(F)cc3)C4)CC2)cc1 (stereo not given)	-11%	-16%	i	6%	u	-16%	0
